IL1B secr inh = qHTS for Inhibitors of Inflammasome Signaling: IL-1-beta AlphaLISA Primary Screen. THP-1 LPS/ATP IL-1B secretion, AlphaLISA, 16 h; stronger effect = lower value. activity change, % at 57.5 µM. 360,000 compounds, 4.7% hits. AID 743279, 2014; in the data active means activity change below about -50%; inconclusive means mostly about -30% to -49%; further: on the % scale 0 is the no-effect control and ±100 the full control effect
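THP-1 cells pretreated 1 hr with compounds (up to 57.5 uM final), then stimulated with LPS (250 ng/mL final) plus ATP (1.25 mM final); secreted IL-1B measured by AlphaLISA after 16 hr, decreased signal indicating inhibition.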
ATXN viability = Viability Counterscreen for Primary qHTS for Inhibitors of ATXN expression. S2 cells (HEK-293 line with an ATXN2-luciferase reporter) viability, CellTiter-Fluor protease fluorescence, 24 h. Potency, µM (doses to about 56.7 µM), actives largely listed as cytotoxic. 400,000 compounds, 0.49% hits; further: potency means the concentration at half of the fitted maximal effect; nearly all actives have a fitted effect of over 40% in size
ATXN2 expr inh = Primary qHTS for Inhibitors of ATXN expression. HEK-293 ATXN2-luciferase reporter, luminescence, 24 h. Potency, µM (doses to about 57 µM), for inactives: at the highest dose activity change, negative = inhibition, most hits filed as inhibitors. 360,000 compounds, 0.72% hits. AID 1745845, 2022; further: potency means the concentration at half of the fitted maximal effect; on the % scale 0 is the no-effect control and ±100 the full control effect; nearly all actives have a fitted effect of over 55% in size
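qHTS (up to 57 uM final) was run with 24 h compound exposure of reporter cells at 37 °C. Each well was multiplexed: SteadyGlo luminescence measured ATXN2-luciferase expression after a fluorogenic Gly-Phe-AFC viability readout (25 uM final).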
SW480 rereplic = A quantitative high throughput screen for small molecules that induce DNA re-replication in SW480 colon adenocarcinoma cells. 340,000 compounds, 1.8% hits. AID 624297, 2012. Potency, µM (series often up to 46.1 µM), for inactives: at the top dose re-replication activation, hits mostly activators. SW480 DNA re-replication, Hoechst DNA content imaging, 48 h; further: potency means the concentration at half of the fitted maximal effect; % of control where 0% means no effect; nearly all actives have a fitted effect of over 55% in size
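DNA re-replication was detected as more nuclei of elevated Hoechst intensity after 48 hr exposure to compound (23 nL pinned per well of 250 cells).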
HepG2 viability = qHTS for Inhibitors of TGF-b: Cytotox Counterscreen | HepG2 CAGA-GFP viability, ATP luminescence, 18 h | Potency, µM (top dose mostly 46.1 µM), inactives show top-dose activity change, negative = cytotoxicity, usual class: cytotoxic | 410,000 compounds, 0.76% hits; further: potency means the concentration at half of the fitted maximal effect; some results filed as inactive show a strong effect at the top dose
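HepG2 CAGA-GFP cells (1000/well, DMEM with 1% FBS) received compound, then TGF-beta at 500 pg/mL final, and were incubated 18 hours at 37 degrees C. Viability was read by CellTiter-Glo luminescence. Media-only wells were set as complete cell-killing and DMSO as no toxicity.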
KB-3-1 cytotox = qHTS assay for MDR1-selective chemotherapeutics: Primary screen using the parental adenocarcinoma cell KB-3-1. KB-3-1 viability, CellTiter-Glo ATP luminescence, 72 h. Potency, µM (doses to about 46.1 µM), for the others: at the highest dose activity change, negative = cytotoxic, most hits filed as cytotoxic. 400,000 compounds, 1.4% hits. AID 1347075, 2019; further: potency means the concentration at half of the fitted maximal effect; on the % scale 0 is the no-effect control and ±100 the full control effect; nearly all actives have a fitted effect of over 60% in size
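Here the drug-naive KB-3-1 line serves as comparator for MDR sub-line selectivity; cells received compound titrations, 72 h at 37 °C, then CellTiter-Glo readout.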
HT1080NT lethal = qHTS for induction of synthetic lethality in tumor cells producing 2HG: qHTS for the HT-1080-NT fibrosarcoma cell line. HT-1080-NT fibrosarcoma viability, CellTiter-Glo ATP luminescence, 48 h. 360,000 compounds, 1.6% hits. Potency, µM (series often up to 46.1 µM), for the others: at the highest dose activity, negative = less viability, actives largely listed as cytotoxic;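 further: NT is the 2HG producing partner of a matched IDH1 knockdown line; potency means the concentration at half of the fitted maximal effect; 0% = DMSO-treated cells and -100% = media-only wells without cells; nearly all actives have a fitted effect of over 55% in size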
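750 cells/well, RPMI + 5% FBS; 2 h settle, compound pin-transfer, 48 h at 37 degrees C. CellTiter-Glo 10 min RT, luminescence. Normalized to DMSO and media-only wells.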
HT1080 IDH1KD tx = qHTS for induction of synthetic lethality in tumor cells producing 2HG: qHTS for the HT-1080-IDH1KD cell line; HT-1080 IDH1 knockdown viability, ATP luminescence, 48 h; Potency, µM (doses to about 46.1 µM), inactives show at the top dose activity, negative = toxicity, hits mostly cytotoxic; 360,000 compounds, 2% hits; AID 686971, 2013;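 further: potency means the concentration at half of the fitted maximal effect; 0% = DMSO wells and -100% = cell-free medium wells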
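CellTiter-Glo luminescence after 48 h compound exposure at 37 degrees C of IDH1-knockdown HT-1080 cells in 5% FBS RPMI. %Activity scaled between DMSO wells and cell-free media wells, with curves fitted and assigned curve classes.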
MCF10A rerep = A quantitative high throughput screen for small molecules that induce DNA re-replication in MCF 10a normal breast cells. AID 624296, 2012. 350,000 compounds, 2.9% hits. Potency, µM (top dose mostly 46.1 µM), without a hit: top-dose activity, positive = re-replication, usual class: activators. MCF 10A DNA re-replication, Hoechst nuclear intensity, 48 h; further: potency means the concentration at half of the fitted maximal effect; % of control where 0% means no effect; nearly all actives have a fitted effect of over 50% in size
The depositor's hits bear a star; i = inactive; ? = inconclusive; . = not tested or not shown; [ ] = dose if it differs, or a comment. Unless noted, the call rests on the fitted dose curve; in most records, active means well fitted curve in the direction sought with a large enough effect; inconclusive means small, poorly fitted or top-dose-only effect, or another doubt; inactive means no such curve, though single readings can be large; an effect the other way counts as inactive or inconclusive.

SMILES | IL1B secr inh | ATXN viability | ATXN2 expr inh | SW480 rereplic | HepG2 viability | KB-3-1 cytotox | HT1080NT lethal | HT1080 IDH1KD tx | MCF10A rerep
Cc1ccc(N(Cc2cc(=O)[nH]c3ccccc23)C(=O)C(C)C)cc1 | -10 | i | -10% | -1% | -6% | -3% | -7% | 0% | 2%
COc1ccc(-c2cc(NC=O)c3ncc(-c4ccc(OC)c(OC)c4)n3c2)cc1OC | -62* | i | -13% | . | -17% | ? | ? | ? | .
CCNC(=O)COC(=O)/C=C/c1c(C)nn(Cc2cccc(OC)c2)c1Cl | -4 | i | 0% | 1% | 2% | 0% | 6% | 0% | -1%
O=c1cc(Cl)[nH]c(=O)n1Cc1ccc(F)cc1 | -5 | i | . | -1% | -1% | 3% | -2% | 4% | 0%
CC12CCC(C(=O)Nc3cc(F)ccc3F)(CC1=O)C2(C)C (configuration not stated) | -10 | i | -19% | -6% | -26% | -1% | 12% | 14% | 0%
CCCc1cc(=O)n2[nH]c(Cc3ccccc3)nc2n1 | 24 | i | 16% | -6% | -20% | 18% | 5% | 8% | 0%
CCn1c2ccccc2c2cc([N+](=O)[O-])ccc21 | -2 | i | -7% | -99%[inhibitor] | -7% | ? | 1% | -15% | 13%
CCOc1ccc(CC2NCCc3cc(OCC)c(OCC)cc32)cc1OCC (configuration not stated) | -19 | i | . | ? | -110% | ? | -18% | -8% | ?
Cc1cccc(C(=O)Nc2cc(S(=O)(=O)N3CCOCC3)ccc2N2CCCC2)c1 | -10 | i | 1% | 0% | 0% | 4% | 4% | 1% | 5%
CCC1=C/C(=C/c2sc3ccccc3[n+]2CC)CC(C)(C)C1 | -93* | i | -34% | ? | -18% | ? | 23µM* | ? | ?
CCCCC(NC(=O)Cc1c(C)c2cc3c(-c4ccccc4)coc3c(C)c2oc1=O)C(=O)O (configuration not stated) | 27 | i | -14% | -4% | 8% | 11% | ? | -19% | 21µM*
COc1ccc(NC(=O)CSc2nc(-c3ccco3)cc(C(F)(F)F)n2)cc1 | . | ? | 3% | . | -7% | 5% | . | . | .
COc1cc(C(C)=NNC(=O)c2ccncc2)ccc1O | 1 | i | -1% | -1% | -5% | 5% | 11% | 10% | 0%
CCOc1ccc(S(=O)(=O)N2CCN=C2c2ccccc2)c(C)c1C | i | i | -1% | 5% | 0% | -13% | -21% | -21% | ?
Cc1ccc(NS(=O)(=O)c2ccc3c(c2)CC(=O)N3)c(C)c1 | ? | ? | -2% | -3% | -65% | 15% | -1% | 10% | 11%
CN(C(=O)CSc1nnc(-c2ccco2)n1C)C1CCCCC1 | 3 | i | -3% | -5% | -3% | 16% | 2% | -6% | 0%
C[C@@]12C(=O)N(c3ccc(F)cc3)C(=O)N1[C@@H]1c3ccccc3OC[C@@H]1[C@H]2c1ccccc1 | -1 | i | -14% | 18% | -6% | ? | -4% | -1% | ?
COC(=O)C1=C(C)N(C(C)c2ccccc2)C(=O)C1 (configuration not stated) | 14 | i | -5% | ? | -19% | 3% | -2% | 2% | 24%
O=C(Nc1nnc(CCN2CCCCC2)s1)C1CCCCC1 | 0 | i | 8% | -4% | 4% | -20% | 5% | 8% | -1%
O=C1NC(=O)C(CC(=O)N(Cc2ccco2)C2(C(=O)NC3CCCC3)CCCCC2)N1 (configuration not stated) | 0 | ? | -8% | -5% | 7% | -6% | 4% | 1% | -3%
CC(=O)N1CCOc2ccc(S(=O)(=O)N3CCN(c4cccc(C(F)(F)F)c4)CC3)cc21 | 0 | i | -38% | -21% | -23% | -4% | ? | ? | 7%
CCC(C)[C@H]1CNC(=S)N1CCc1cc(C(F)(F)F)cc(C(F)(F)F)c1 (some centres not stated) | -55* | . | ? | 0% | -37% | 0% | -3% | -2% | ?
CCOc1ccc(-n2c(-c3ccco3)n[nH]c2=S)cc1 | 49 | i | -5% | -4% | -15% | -2% | 8% | 8% | -2%
CCCOc1ccc(C(=O)N2CCC(c3nc4ccccc4s3)CC2)cc1 | . | i | -10% | . | -12% | -7% | . | . | .
CC(=O)Nc1ccccc1OCC(=O)N(Cc1ccccc1)C(C)C | 41 | ? | -23% | 0% | -45% | ? | -3% | -15% | 13%
O=C(CSc1nnc(-c2cccs2)n1-c1ccccc1)N1CCCC1 | -3 | i | 1% | 5% | 2% | 2% | 25% | 7% | 17%
CCN1C(=O)/C(=C\c2cccn2-c2ccc([N+](=O)[O-])cc2)N(CC)C1=S | 5 | ? | -16% | -1% | 1% | -4% | 8% | 12% | 6%
COc1cccc(N2C(N)=NC(N)=NC2(C)C)c1 | 11 | i | 18% | -1% | -42% | ? | 6.5µM* | 2.3µM* | ?
CCCOc1ccc(F)cc1-c1cc(C(=O)NCc2ccccc2)[nH]n1 | ? | i | -4% | . | -17% | 0% | -4% | -2% | .
COc1cc(NC(=O)C2CCCN2C(=O)OCc2ccccc2)cc(OC)c1 (configuration not stated) | -2 | i | 6% | 1% | -26% | 0% | -2% | -2% | -4%
COc1ccc(-c2c3c(=O)n(C)c(=O)n(C)c3cn2N2CCOCC2)cc1 | -7 | i | -7% | -15% | -25% | 2% | -4% | -5% | 4%
CCCCN(C(=O)c1cc(-c2ccco2)nc2ccccc12)c1c(N)n(CCCC)c(=O)[nH]c1=O | 48 | i | -5% | -6% | 4% | 22% | -11% | 3% | 1%
Cc1cc(-c2ccccc2)n2nc(C)c(C#N)c2n1 | 23 | i | -3% | -6% | -12% | -2% | -10% | -10% | 10%
Cc1ccc[n+](CC(=O)c2ccc(NC(=O)c3ccccc3)cc2)c1C | -19 | i | 7% | -10% | 34% | -18% | -6% | -3% | ?
COc1ccc(NC(=S)/N=C(\N)Nc2nc(C)c3ccccc3n2)cc1 | -7 | ? | -19% | -50%[inhibitor] | -28% | -16% | -1% | ? | ?
Cc1c(C(=O)O)sc(S(=O)(=O)N2CCN(C(=O)Cc3ccccc3Cl)CC2)c1C(=O)O | 4 | i | -14% | -4% | 1% | 1% | 10% | 9% | 1%
CN(C)c1ccc(-n2cc3c(=O)n(C)c(=O)n(C)c3c2)cc1 | -10 | i | 46%[activator] | 0% | -16% | 21% | 5% | 5% | 0%
CC(=O)Nc1ccc(Br)c(Cl)c1 | 7 | i | -6% | -1% | -15% | 4% | -4% | -1% | -4%
COc1cc2c(C(=O)N(C)c3cccc(C(F)(F)F)c3)cn(CC(C)C)c(=O)c2cc1OC | . | i | -22% | . | -18% | -1% | . | . | .
Cc1ccccc1NC(=O)C(C)OC(=O)c1ccccc1C(=O)N(C)c1ccccc1 (configuration not stated) | -3 | ? | 0% | -4% | -18% | -1% | -1% | 5% | 2%

Some of these compounds in order of the SW480 rereplic value, descending.
smiles	IL1B secr inh	SW480 rereplic
O=C(CSc1nnc(-c2cccs2)n1-c1ccccc1)N1CCCC1	-3	5%
CN(C)c1ccc(-n2cc3c(=O)n(C)c(=O)n(C)c3c2)cc1	-10	0%
Cc1ccc(N(Cc2cc(=O)[nH]c3ccccc23)C(=O)C(C)C)cc1	-10	-1%
CCCCC(NC(=O)Cc1c(C)c2cc3c(-c4ccccc4)coc3c(C)c2oc1=O)C(=O)O (configuration not stated)	27	-4%
Cc1cc(-c2ccccc2)n2nc(C)c(C#N)c2n1	23	-6%

Other compounds follow:
SMILES | IL1B secr inh | ATXN viability | ATXN2 expr inh | SW480 rereplic | HepG2 viability | KB-3-1 cytotox | HT1080NT lethal | HT1080 IDH1KD tx | MCF10A rerep
CCC(CC)C(=O)c1c[nH]c(C(=O)N2CCN(c3ccccc3F)CC2)c1 | -3 | i | -13% | -6% | 12% | -9% | 14% | 13% | -2%
COc1cc(NS(=O)(=O)c2ccc(NC(=O)c3ccccc3C(=O)O)cc2)nc(OC)n1 | . | i | 3% | . | 4% | 0% | . | . | .
O=C1c2ccccc2C(=O)C12OC2c1ccc(Cl)cc1Cl (configuration not stated) | -101* | ? | ? | ? | 20µM* | ? | 21µM* | ? | 12µM*
O=[N+]([O-])c1ccccc1N(CC1CO1)S(=O)(=O)c1ccccc1 (configuration not stated) | ? | i | -4% | 20% | 0% | ? | -21% | -26% | -7%
CCOC(=O)N1CCN(C(=O)/C=C/c2ccc([N+](=O)[O-])cc2)CC1 | -7 | i | . | ? | -10% | -3% | 1% | 0% | -1%
Cc1ccc(-c2csc(NS(=O)(=O)c3cccc(F)c3)n2)o1 | -15 | i | 16% | -5% | -12% | -15% | 2% | -1% | ?
CC(=O)N1CCN=C1SCc1cccc(C(F)(F)F)c1 | -16 | i | 1% | -4% | -13% | 0% | -5% | -7% | 1%
O=C1CC(c2ccc(F)cc2)Cc2nc(NCC3CCCO3)ncc21 (configuration not stated) | -25 | i | 1% | -9% | -22% | 1% | -1% | -1% | 1%
COCCNC(=O)C1=C(N)C(C(=O)Nc2ccc(C)c(S(=O)(=O)N3CCCCC3)c2)SC1=Nc1ccc(C)cc1C (configuration not stated) | -20 | i | -9% | ? | -25% | 0% | 13µM* | ? | ?
COc1ccc(CC(=O)Nc2cc(S(=O)(=O)N3CCOCC3)ccc2N2CCCC2)c(OC)c1 | 0 | i | -2% | ? | 0% | -3% | -4%[9.24 µM] | -3% | 3%

Grouped by structure, the compounds so far containing a thiophene ring, fused or not
SMILES | IL1B secr inh | ATXN viability | ATXN2 expr inh | SW480 rereplic | HepG2 viability | KB-3-1 cytotox | HT1080NT lethal | HT1080 IDH1KD tx | MCF10A rerep
O=C(CSc1nnc(-c2cccs2)n1-c1ccccc1)N1CCCC1 | -3 | i | 1% | 5% | 2% | 2% | 25% | 7% | 17%
Cc1c(C(=O)O)sc(S(=O)(=O)N2CCN(C(=O)Cc3ccccc3Cl)CC2)c1C(=O)O | 4 | i | -14% | -4% | 1% | 1% | 10% | 9% | 1%

Bioassay records from PubChem BioAssay.
